M5 antag: human M5 muscarinic receptor antagonists, primary screen, CHO cells, Fluo-8 calcium fluorescence. 0.59% of 360,000 active. AID 624040, 2012. inhibition, % at 3 µM. Muscarinic acetylcholine receptor M5 (Homo sapiens), P08912. CHO-hM5 cells, ACh EC80;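 active means inhibition above a per-plate cutoff, the mean of that plate's test compounds plus 3 SD, cut at about 27% in these data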;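 further: 0% = acetylcholine EC80 with DMSO and 100% = DMSO without agonist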
CHRM4 PAM: human M4 muscarinic receptor positive allosteric modulators, primary screen, CHO-K1 cells, Fluo-8 calcium fluorescence; AID 624126, 2012; activation, % at 3 µM; 0.4% of 360,000 active; CHO-K1 hM4/Gqi5, ACh EC20; 0% = ACh EC20, 100% = maximal ACh;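 active means activation above its plate's cutoff, the mean activation of sample wells plus 3 SD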; further: some results filed as inactive read as strong as hits
Target sequence (P08173 whole entry, looked up): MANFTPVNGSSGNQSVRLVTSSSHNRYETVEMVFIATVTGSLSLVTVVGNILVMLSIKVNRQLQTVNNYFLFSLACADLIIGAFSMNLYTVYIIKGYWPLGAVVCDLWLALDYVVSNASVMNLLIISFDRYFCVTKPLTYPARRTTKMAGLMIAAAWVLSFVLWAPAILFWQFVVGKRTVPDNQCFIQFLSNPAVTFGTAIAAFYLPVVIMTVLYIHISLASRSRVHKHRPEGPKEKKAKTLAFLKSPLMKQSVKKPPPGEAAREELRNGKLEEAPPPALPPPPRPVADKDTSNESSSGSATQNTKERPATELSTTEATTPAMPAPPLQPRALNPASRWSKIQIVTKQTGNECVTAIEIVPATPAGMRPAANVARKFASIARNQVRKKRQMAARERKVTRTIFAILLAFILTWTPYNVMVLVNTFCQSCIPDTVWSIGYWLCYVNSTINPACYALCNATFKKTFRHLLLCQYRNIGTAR
CRFR2-BP antag: antagonists of CRF-BP/CRF-R2 complex, primary screen, cell-based, HEK293, calcium dye fluorescence, uHTS. inhibition, % at 11.8 µM. 0.59% of 350,000 active. CRF-induced calcium fluorescence;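 active means inhibition of the ligand-induced calcium signal above about 50% at the single tested concentration, limit read from the data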
M5 PAM: human M5 muscarinic receptor positive allosteric modulators, primary screen, CHO-K1 cells, Fluo-8 calcium fluorescence; Muscarinic acetylcholine receptor M5 (Homo sapiens), P08912; CHO-K1 hM5, ACh EC20 PAM; 0% = ACh EC20, 100% = ACh EC100; activation, % at 3 µM; 0.3% of 360,000 active;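 active means activation above the run cutoff, the mean activation of all test compounds plus 3 SD, cut at about 18% in these data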
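Test system: CHO-K1 hM5 cells / Doses: single-point, 3 µM nominal / Times: Post-acetylcholine fluorescence recording 140 s / Technique: Fluo-8 calcium fluorescence / Measure: Max/basal fluorescence ratio as % of EC20–EC100 ACh window / Benchmarks: low control EC20 acetylcholine (0%), high control EC100 acetylcholine (100%) / Replicates: one well per compound, no replicates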
CRFBP-R2 agonist: agonists of CRF-BP/CRF-R2 complex, primary screen, cell-based, HEK293, calcium dye fluorescence, uHTS; CRF-binding protein / CRF receptor 2 complex (human); calcium dye fluorescence (FLIPR); percent of saturating CRF peptide response; activation, % at 13.2 µM; 0.46% of 350,000 active; AID 588473, 2011;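 active means activation of at least 50%, plus an integration ratio under a set limit after plate pattern correction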;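 further: plate controls were neutral control wells without compound for no effect and CRF at EC100 for full effect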
CHRM4 agonist: human M4 muscarinic receptor agonists, primary screen, CHO-K1 cells, Fluo-8 calcium fluorescence. Muscarinic acetylcholine receptor M4 (Homo sapiens), P08173. activation, % at 3 µM. CHO-K1 hM4/Gqi5; vehicle 0%, full acetylcholine response 100%. 0.14% of 360,000 active. AID 624127, 2012;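 active means activation above the run mean over all test wells plus 3 SD, cut at about 32% in these data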;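 further: peak over basal fluorescence ratio per well then scaled between controls; 0% = DMSO wells and 100% = acetylcholine at EC100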
IDE cell inh: human IDE inhibitors in live cells, primary screen, fluorescence polarization, HEK cells, FAbetaB substrate. Insulin-degrading enzyme (Homo sapiens), P14735. FAbetaB cleavage. inhibition, % at 5.59 µM. 0.41% of 320,000 active. AID 434962, 2010;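 active means percent inhibition above the average of all tested compounds plus 3 SD, set per screening campaign, cut at about 16% in these data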;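 further: IDE supplied by intact live HEK cells; FP after avidin binding of uncleaved biotin substrate so inhibition keeps polarization high; 0% = DMSO wells and 100% = 60 µM reference IDE inhibitor Ii1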
CHRM4 antagonist: human M4 muscarinic receptor antagonists, primary screen, CHO cells, Fluo-8 calcium fluorescence; CHO-hM4 cells, ACh EC80; AID 624125, 2012; inhibition, % at 3 µM; Muscarinic acetylcholine receptor M4 (Homo sapiens), P08173; 0.73% of 360,000 active;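 active means inhibition above its plate's cutoff, the mean inhibition of sample wells plus 3 SD, cut at about 27% in these data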;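 further: 0% = acetylcholine EC80 with DMSO and 100% = DMSO without agonist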
M5 ag: human M5 muscarinic receptor agonists, primary screen, CHO-K1 cells, Fluo-8 calcium fluorescence; Muscarinic acetylcholine receptor M5 (Homo sapiens), P08912; CHO-K1 hM5 cells; 0% DMSO wells, 100% maximal acetylcholine response; activation, % at 3 µM; 0.19% of 360,000 active;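 active means activation above the run's mean over test compounds plus 3 SD, cut at about 23% in these data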;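 further: signal is peak over basal fluorescence ratio across the kinetic read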
The depositor's hits bear a star; . = not tested or not shown.

M5 antag	CHRM4 PAM	CRFR2-BP antag	M5 PAM	CRFBP-R2 agonist	CHRM4 agonist	IDE cell inh	CHRM4 antagonist	M5 ag	canonical_smiles
0	1	.	-5	.	3	.	-12	-2	CC1(C(=O)Nc2cccc3c2CCCC3)CCN1C(=O)C1(c2ccccc2)CC1 (configuration not stated)
-2	3	-21	0	0.7	0	-5	-9	-4	O=C(CSc1ccc(Cl)cc1)NN=C1CCCCCC1
13	9	-23	2	-5.6	0	-1	-2	-4	NC(=O)C1CCN(c2oc(/C=C/c3ccc(F)cc3)nc2S(=O)(=O)c2ccccc2)CC1
11	-1	7	3	-2.4	1	-1	-10	1	O=[N+]([O-])c1cc(CN(CCO)CCO)ccc1O
6	6	-8	3	-2.5	1	-1	-6	4	Cc1cc(NC(=O)COC(=O)c2c(Cl)cccc2Cl)no1
5	-8	-13	-11	4.1	11	-4	13	-1	C/C=C(/C)C(=O)OC1c2c(ccc3ccc(=O)oc23)OC(C)(C)C1OC(C)=O (configuration not stated)
2	4	-1	0	-1.9	1	5	-19	-4	CC1=C(C(=O)OCc2ccccc2)C(c2ccc3ccccc3c2)NC(=O)N1CCCC(=O)O (configuration not stated)
-17	6	37	15	-1.2	0	-7	-20	-2	O=C(NCc1ccco1)c1cccc2c1C(=O)N(C1CCCCC1)C2

2 entries picked at random from the list so far, as already listed:
M5 antag	CHRM4 PAM	CRFR2-BP antag	M5 PAM	CRFBP-R2 agonist	CHRM4 agonist	IDE cell inh	CHRM4 antagonist	M5 ag	canonical_smiles
5	-8	-13	-11	4.1	11	-4	13	-1	C/C=C(/C)C(=O)OC1c2c(ccc3ccc(=O)oc23)OC(C)(C)C1OC(C)=O (configuration not stated)
6	6	-8	3	-2.5	1	-1	-6	4	Cc1cc(NC(=O)COC(=O)c2c(Cl)cccc2Cl)no1

(list continues)
M5 antag	CHRM4 PAM	CRFR2-BP antag	M5 PAM	CRFBP-R2 agonist	CHRM4 agonist	IDE cell inh	CHRM4 antagonist	M5 ag	canonical_smiles
1	5	3	2	-1.6	1	0	-8	-3	Cc1cccc(C(=O)NCC(=O)N2CCCC2)c1
2	9	7	9	11	-1	3	-1	3	COc1cc2c(cc1OC)-c1c(OC)c(OC)cc3ccnc(c13)C2=O
-3	1	-69	-2	0.5	1	4	5	1	N#C/C(=C\c1cccnc1)C(=O)Nc1cccc2ccccc12
0	-1	-5	4	-1.1	1	2	-4	1	Cc1cc(OCC(=O)Nc2ccccc2C(N)=O)c2c(C)cc(=O)oc2c1
-3	1	-9	-13	0.0	23	4	-16	11	CC(=O)c1c(C)[nH]c(C(=O)CN2CCN(S(=O)(=O)c3ccccc3[N+](=O)[O-])CC2)c1C
-7	-2	-3	2	0.2	0	1	2	0	O=c1c2cc(N3CCOCC3)ccc2[nH]c(=S)n1Cc1ccco1
2	9	22	-1	-1.1	3	-2	-1	0	Cc1ccc(NC(=O)CCC(=O)NNC(=O)c2ccccc2[N+](=O)[O-])c(C)c1
7	4	2	0	0.6	0	1	6	1	O=C(O)[C@@H]1CCCN1S(=O)(=O)c1cccc(S(=O)(=O)N2CCC[C@H]2C(=O)O)c1
-4	10	-2	-2	-1.4	1	-2	-6	-3	Cc1cccc(OCc2nnc(SCc3nc4ccccc4c(=O)[nH]3)o2)c1
6	3	28	0	-0.7	2	-4	5	-4	COc1ccc(N=C2SC(CC(=O)Nc3ccccc3OC)C(=O)N2Cc2ccco2)cc1 (configuration not stated)
7	3	7	-4	-0.5	-2	3	-7	-5	CCOc1cc(C(N)=O)cc(Cl)c1OCc1ccccc1
-4	4	-3	1	-1.3	0	.	-1	2	C[C@@H]1CN([C@H](C)CO)C(=O)CCCn2cc(nn2)CO[C@H]1CN(C)C(=O)Nc1ccccc1C(F)(F)F
9	-3	9	0	-0.9	0	7	-3	-3	Cc1cccn2c(=O)nc(SCC(=O)N3CCCC3)nc12
-1	-1	0	2	0.5	2	5	20	2	CCOC(=O)c1ccc(COC(=O)CCc2nc3ccccc3[nH]c2=O)o1
0	12	3	-2	-2.4	2	-1	2	0	COc1cc(NC(=O)CSc2nnc(C)s2)cc(OC)c1OC
2	2	-4	2	4.7	1	9	1	1	COc1ccc(-c2cc(C(=O)NCC(C)C)no2)cc1
-3	7	-5	-6	0.9	0	-1	-6	-3	O=c1c(F)cn(C2CCCO2)c(=O)n1Cc1ccccc1Cl (configuration not stated)
4	-4	23	-4	47	12	-3	-11	4	O=C(Nc1nnc(-c2cccs2)o1)c1cccc(Oc2ccccc2)c1
17	-15	5	-21	0.7	11	5	6	4	CCc1cc2c(N3CCN(c4ccccc4)CC3)ncnc2s1
-5	5	7	1	-0.9	1	0	-7	-1	COc1nonc1NC(=O)CSc1nc2ccccc2[nH]1
10	14	0	-3	1.2	1	3	2	-4	c1ccc2c(c1)N1CCCN=C1N2CCN1CCCCC1
-4	-5	-6	2	-0.2	1	-1	3	2	COc1cccc(NC(=S)NNC(=O)C(C)n2nc(C)c([N+](=O)[O-])c2C)c1 (configuration not stated)
11	-13	-17	-10	0.0	3	-1	5	-3	COc1cc2[nH]c(=S)n(C3CCCC3)c(=O)c2cc1OC
-19	7	-1	7	-2.1	2	0	-13	-2	CC1CCN(c2ccc(NC(=O)Cn3c(=O)oc4ccccc43)cc2)CC1
2	7	9	-4	-1.8	2	.	-14	1	Cc1cc2c(cc1C)N(C(=O)CCl)CC(=O)N2
2	7	25	5	1.8	0	8	0	-4	CC(=O)N1CCC2(CC1)C/C(=N\NC(=S)Nc1ccccc1C)c1cc(O)ccc1O2
1	1	.	10	.	3	6	-2	-1	COCCN(C(=O)CSc1nnc(-c2cccc(OC)c2)n1C)c1c(N)n(Cc2ccccc2)c(=O)[nH]c1=O
8	6	29	-4	1.4	4	6	-18	1	C[C@H]1C=C(C(=O)N2CCN(Cc3ccc4c(c3)OCO4)CC2)O[C@@H](OCc2ccc(CO)cc2)C1
-2	3	38	7	-4.1	2	2	-3	-13	Cc1cc[n+](CC2OCc3ccccc3CO2)cc1
5	11	-66	5	0.5	0	-2	2	-2	Cc1ccc(N2CCCCn3c2nc2c3c(=O)n(CC(=O)O)c(=O)n2C)cc1
-3	5	5	0	-1.3	2	-2	-3	-6	COc1ccc(S(=O)(=O)n2cnc3cc(C)c(C)cc32)cc1
9	0	.	-2	.	6	.	7	0	CCOC(=O)[C@]12CCC=C1N(Cc1ccc3c(c1)OCO3)C(=O)[C@H](CC(=O)NCCCN1CCCC1=O)C2
2	-2	-1	-3	0.1	3	-3	2	4	CCc1cc(C(=O)N2CCCC(C(=O)c3cccc(OC(C)C)c3)C2)n(C)n1 (configuration not stated)
-1	21	-50	4	-1.8	-1	0	-5	-2	CSc1nc(N2CCOCC2)c2c(c1C#N)CC(C)(C)OC2
-2	0	-25	0	-1.9	0	-2	2	2	Brc1ccc(N=Cc2ccccn2)cc1
-1	4	-3	7	-2.0	2	-1	-2	1	Cc1ccc(Cn2c(C3CCCN3c3nc(-c4cc(Cl)c(N)c(Cl)c4)cs3)nc3cc(Cl)c(Cl)cc32)cc1 (configuration not stated)
3	1	-4	-11	0.0	10	4	-4	3	CCS(=O)(=O)c1ccc(O)c(NC(=O)COc2ccc(Br)cc2)c1
9	6	3	3	-2.7	1	5	3	2	Cc1cc(C)n(-c2nc(NCCO)c3c4c(sc3n2)CCCC4)n1
12	-21	-1	-12	-3.4	7	5	6	5	COc1cccc(-n2cc(CNCc3c(C(=O)N(C)C)nc4ccc(Cl)cn34)cn2)c1
19	-3	8	-8	-1.2	1	-9	7	0	O=C(Nc1ccc2c(c1)OCO2)C1CC(c2ccccc2Cl)=NO1 (configuration not stated)
24	-21	-42	-17	31	35*	109*	23	25*	COc1cc(/C=C2\SC(=S)N(NC(=O)c3ccc(O)c(OC)c3)C2=O)ccc1O
4	9	38	-6	2.6	16	0	-2	8	COc1cccc2c1OC[C@@H](CO)[C@H]2N(C)C(=O)Nc1ccc(Cl)cc1Cl
-2	8	6	9	-1.1	0	.	12	-1	CC1(C)Cc2c(sc3c2c(=O)n(Cc2ccccc2)c2nncn32)CO1
0	-7	15	-6	0.0	-1	-1	10	-4	O=S(=O)(c1ccccc1)N1c2cc(Cl)ccc2Oc2nc3ccccc3nc21
-5	0	-26	0	0.1	5	.	-4	0	O=C(/C=C/c1ccccc1[N+](=O)[O-])OCC(=O)N1CCN(c2ccccc2)CC1
-6	-6	-4	1	-0.9	1	3	1	0	COc1ccc(-c2nc(CS(=O)CC(=O)NCCc3ccc(C)cc3)c(C)o2)cc1OC (configuration not stated)
5	0	-15	4	0.0	0	-5	-6	-3	CC(CC(=O)Nc1nnc(C(C)(C)C)s1)c1ccccc1 (configuration not stated)
2	-8	-12	5	4.0	1	8	-11	1	COc1ccccc1/C=N\NC(=O)c1ccc(COc2ccc(C)c(C)c2)o1
2	0	-40	3	6.0	1	7	-3	0	N#Cc1c(Nc2cccc(F)c2)sc2c(O)cc(=O)[nH]c12
2	4	4	-5	-0.7	1	1	-8	-18	Cc1ccc(C)c(OCCn2ccnc2)c1
3	-3	-281	-1	275*	1	-3	8	-10	C#CC[N+](C)(C)CCCCCCCC
